Screening results from PubChem.
STK33 kinase inh: inhibitors of human STK33 kinase; AID 2661; actives 0.073% (n = 320,000); inhibition, % at 10 µM; purified STK33, MBP phosphorylation, ADP-Glo luminescence; Q9BYT3;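 active = inhibition at or above 25%, using the most active replicate where run in duplicate; inactive = inhibition below 25%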
Target sequence (Q9BYT3 whole entry, looked up): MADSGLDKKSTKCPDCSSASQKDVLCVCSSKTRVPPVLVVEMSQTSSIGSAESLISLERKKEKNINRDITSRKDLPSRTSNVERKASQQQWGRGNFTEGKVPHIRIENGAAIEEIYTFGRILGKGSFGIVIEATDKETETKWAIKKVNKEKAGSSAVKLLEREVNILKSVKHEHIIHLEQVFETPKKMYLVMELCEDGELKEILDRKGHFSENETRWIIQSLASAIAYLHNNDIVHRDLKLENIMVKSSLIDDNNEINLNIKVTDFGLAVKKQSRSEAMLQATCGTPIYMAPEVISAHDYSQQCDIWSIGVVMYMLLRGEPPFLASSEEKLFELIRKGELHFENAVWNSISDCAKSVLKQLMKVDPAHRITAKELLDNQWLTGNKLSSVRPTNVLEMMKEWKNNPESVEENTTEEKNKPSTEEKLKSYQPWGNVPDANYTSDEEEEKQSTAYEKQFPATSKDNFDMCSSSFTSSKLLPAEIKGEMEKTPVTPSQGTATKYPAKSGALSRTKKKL
OX1R antag: OX1R (human) antagonism. O43613. OX1R-expressing cells, FRET antagonist read-out. inhibition, % at 6.6 µM. actives 1.8% (n = 330,000); in the data active = inhibition mostly above about 38%, no sharp cut-off; inactive = mostly below about 40%;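 note: 0% = agonist challenge alone and 100% = reference antagonist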
Target sequence (O43613 whole entry, looked up): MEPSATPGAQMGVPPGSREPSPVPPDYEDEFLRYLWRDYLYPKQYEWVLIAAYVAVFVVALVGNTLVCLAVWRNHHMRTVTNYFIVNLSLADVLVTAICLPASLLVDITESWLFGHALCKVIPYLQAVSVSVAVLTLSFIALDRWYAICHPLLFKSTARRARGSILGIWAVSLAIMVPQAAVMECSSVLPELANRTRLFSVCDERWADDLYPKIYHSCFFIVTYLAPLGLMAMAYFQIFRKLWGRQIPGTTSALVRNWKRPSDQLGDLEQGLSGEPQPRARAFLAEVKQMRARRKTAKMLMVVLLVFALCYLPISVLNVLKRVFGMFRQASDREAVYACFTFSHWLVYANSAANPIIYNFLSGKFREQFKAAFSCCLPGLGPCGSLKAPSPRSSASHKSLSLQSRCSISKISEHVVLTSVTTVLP
The depositor's hits bear a star; · = not tested or not shown.

Value order: STK33 kinase inh	OX1R antag
> N#Cc1ccc(Cl)cc1NC(=O)COC(=O)[C@H](CCC(N)=O)NC(=O)c1ccc(F)cc1
 : 1.0	12
> CCc1nc(N=C(N)N)nc2ccccc12
 : 0.1	7
> COc1cc(/C=C2/NC(=O)N(Cc3ccccc3F)C2=O)cc(OC)c1O
 : 3.0	7
> CC(C)(Oc1ccc(Cl)cc1)C(=O)Nc1ccc(S(=O)(=O)Nc2ncccn2)cc1
 : -0.3	25
> Cc1cc(C)n(-c2nc(NCCN(C)C)c3c4c(sc3n2)CCCC4)n1
 : -0.4	6
> NC(=O)CC(NC(=O)c1ccccc1)c1ccc(NCc2ccc(F)c(F)c2)c([N+](=O)[O-])c1 (stereo unspecified)
 : 0.4	23
> CC(C)Cc1nc(SCC(=O)Nc2ccc(S(N)(=O)=O)cc2)n[nH]1
 : -0.6	4
> COc1ccc2oc(C(=O)NCC3CCCO3)c(C)c2c1 (stereo unspecified)
 : -1.0	19
> O=C(c1cc(Cl)ccc1[N+](=O)[O-])N1CCc2ccccc2C1
 : 1.2	20
> Cc1cc(C)cc(C(=O)NCC(=O)OCC(=O)c2cc(C)n(CC(F)(F)F)c2C)c1
 : -0.9	14
> COC(=O)c1ccc(-c2ccco2)n1Cc1ccccc1Cl
 : -2.9	3
> NC(=O)CC[C@@H]1NC(=O)[C@H](CO)NC(=O)c2cc([N+](=O)[O-])cc(I)c2NCC[C@@H](C(N)=O)NC1=O
 : -0.5	17
> O=C(NN=C1CCCC1)c1cc(Cl)cc(Cl)c1O
 : -0.8	7
> CC1CCCCC12NC(=O)N(CC(=O)Nc1ccccc1N1CCOCC1)C2=O (stereo unspecified)
 : -0.9	20
> Cc1ccc(C(=O)c2c3ccc(C(F)(F)F)cc3[n+]([O-])n2CCC(N)=O)cc1
 : -1.1	22
> O=C(Nc1cc([N+](=O)[O-])ccc1N1CCOCC1)c1ccco1
 : -1.4	22
> CC(C)OC(=O)c1ccc(N2CCN(c3ccccc3F)CC2)nc1
 : 0.1	11
> COCCN(Cc1ccccc1)C(=O)c1cc(S(=O)(=O)N2CCCCCC2)ccc1OC
 : -1.5	24
> CSc1nc2ccccc2cc1/C=C(\C#N)c1ccc(Cl)cc1Cl
 : -1.8	17
> CCCNC(=O)C(Cc1ccc(C(F)(F)P(=O)(OCC)OCC)cc1)NC(=O)c1ccc(C#N)cc1 (stereo unspecified)
 : -1.6	8
> CC(=O)N1CCN(C(=O)c2cc(-c3cccc4ccccc34)nc3ccccc23)CC1
 : -1.1	5
> COc1ccc(C(C(=O)NCCC(C)C)N(CCCO)C(=O)c2snc(C(N)=O)c2N)cc1OC (stereo unspecified)
 : -2.0	15
> COc1ccc2nc(Nc3nc(CSc4nc5ccccc5s4)cc(=O)[nH]3)nc(C)c2c1
 : -0.5	12
> O=C(CN1C(=O)NC2(CCCCCC2)C1=O)N1CCN(c2ccccc2)CC1
 : -0.7	-1
> N#C/C(=C(/O)COC(=O)c1ccc(O)cc1)c1nc2ccccc2[nH]1
 : 0.1	25
> O=Cc1nc(-c2ccc(Cl)cc2)n2ccccc12
 : -2.9	48
> O=c1[nH]cnc2ccsc12
 : 0.9	19
> CC1(C)CC(=O)c2cn3c(nc2C1)nc1ccccc13
 : 1.0	13
> CC(CN1CCCC1)OC(=O)c1cccc(F)c1 (stereo unspecified)
 : -0.9	-3
> Cc1cccc(OCC(=O)NNC(=O)c2ccccc2OCc2c(C)noc2C)c1
 : -0.4	5
> Cc1ccc(-c2ccc(CCC(=O)O)n2-c2cccc(O)c2)cc1
 : -0.8	21
> Cc1cccc(NC2=CC(=O)CC(C)(C)C2)c1C
 : 0.3	6
> COc1ccc(N2CCN(C(=O)C(Cc3ccccc3)n3cccc3)CC2)cc1 (stereo unspecified)
 : -0.4	2
> COC(=O)c1cc(N2CCN(C)CC2)nc2ccccc12
 : 0.2	23
> O=C(CN1C(=O)c2ccccc2C1=O)c1ccccc1
 : 0.1	28
> Cc1noc(C)c1CSc1nnc(-c2ccncc2)n1-c1ccc(Cl)c(Cl)c1
 : -1.1	12
> O=C(OCc1ccccc1Cl)c1ccccc1C(=O)c1ccccc1
 : -1.8	14
> COc1ccc(-c2nnc3ccc(SC(C(C)=O)C(C)=O)nn23)cc1OC
 : -1.5	11
> CC(C)(C)NC(=O)CSc1nnc(Cc2ccc3c(c2)OCO3)n1C1CCCCC1
 : -1.8	20
> Cc1oc(-c2ccccc2Cl)nc1CN1CCCCC1CO (stereo unspecified)
 : -0.9	10
> CCC(C)c1ccccc1NC(=O)COC(=O)C1=COCCO1 (stereo unspecified)
 : 0.2	19
> O=C1Nc2c(Br)cccc2C1=O
 : -0.4	21
> O=C(COc1ccc(C(=S)N2CCCC2)cc1)Nc1ccc(F)cc1
 : 0.7	19
> COc1ccccc1NC(=O)C(=O)N1N=C(C(C)C)CC1(O)C(F)(F)F (stereo unspecified)
 : -0.7	23
> CCOc1cc(C(=O)Nc2cc(C(=O)OC)ccc2C)ccc1OCC(=O)N1CCOCC1
 : 0.2	2
> O=C(NC1CCS(=O)(=O)C1)N1CCCCC1 (stereo unspecified)
 : -1.8	13
> CCS(=O)(=O)c1ccc(O)c(NC(=O)COc2ccc(Cl)cc2)c1
 : -0.4	20
> COc1ccc(-n2c3c(cc(C(=O)Nc4ccc(C)cc4)c2=O)C(=O)CCC3)cc1
 : -1.4	9
> Cc1cc(C)c2[nH]c(O)c(N=NC3=NC(=O)CS3)c2c1
 : -1.3	61
> COC(=O)CSc1nc2cc3c(cc2cc1C)OCCO3
 : -0.6	19
> Cc1ccc(NC(=O)CSc2nc3ccccc3c(=O)n2CCCC(=O)NCCCN2CCOCC2)cc1C
 : -0.1	3
> CCc1ccc(C(=O)Nc2cccnc2Oc2ccc(Cl)cc2)cc1
 : -1.2	24
> Cc1nc(N2CCOCC2)c2c(C)c(C(=O)Nc3ccc(F)cc3F)sc2n1
 : 0.1	24
> O=C(CNC(=O)c1ccccc1)OC(C(=O)c1ccccc1)c1ccccc1 (stereo unspecified)
 : -1.4	8
> CN(C(=O)COC(=O)C1(C)CC1(Cl)Cl)c1c(N)n(Cc2ccccc2)c(=O)[nH]c1=O (stereo unspecified)
 : 1.2	-5
> CCCCOc1ccc(C(=O)NN2CCN(C)CC2)cc1
 : -1.1	34
> O=C(c1cccc([N+](=O)[O-])c1)N1CCN(c2ccc(Cl)cc2)CC1
 : -1.2	13
> CCN1C(=O)[C@H]2[C@@H](c3ccc(-c4cccc(Cl)c4)cc3)N[C@@](C)(C(=O)OC)[C@H]2C1=O
 : -2.1	20
> Cc1cccc(-n2ncc3c(NC(C)C)ncnc32)c1
 : 1.3	26
> COc1cc(C)ccc1OCc1cc(C(=O)N(Cc2c(C)nn(C)c2C)C2CC2)no1
 : 0.1	20

Next section.
Compound	STK33 kinase inh	OX1R antag
N#CCSc1nccc(-c2cc(Cl)sc2Cl)n1	-0.4	30
O=C(Nc1cc(C(F)(F)F)ccc1N1CCCCC1)c1cccc([N+](=O)[O-])c1	0.2	4
Nc1c(C(=O)N/N=C/c2ccccc2)cnn1-c1ccccc1	0.5	9
COC(=O)c1ccc(OCC(O)Cn2nnc3ccccc32)cc1 (stereo unspecified)	-0.2	12
CCN(CC)C(=O)c1c(NC(=O)c2ccccc2)sc(C)c1C	-0.7	16
COC(=O)C1=C(N)Oc2cc(C)n(Cc3cccnc3)c(=O)c2C1c1cccc(OC)c1OC (stereo unspecified)	-0.6	3
O=C(C[C@H]1C/C=C\C[C@H](Cc2ccc(F)cc2)C(=O)O[C@@H](c2ccccc2)CNC1=O)N[C@@H](CO)Cc1ccccc1	-1.9	7
CCCc1nnc(NC(=O)C23CC4CC(CC(C4)C2)C3)s1	-0.6	·
COC(=O)N1[C@H](C)C=C[C@]1(Cc1ccccc1)C(=O)O	-0.2	14
CCc1nnc(NC(=O)C2=CCN(S(=O)(=O)c3ccc(F)cc3)CC2)s1	-1.3	12
CCCc1cc(=O)oc2cc(OCC(=O)NC3CC(C)(C)NC(C)(C)C3)ccc12	-0.7	1
C=C1N(CCCCCC(=O)O)C(=O)OC12CCCCC2	-1.4	12
Cc1nc2ccc(S(=O)(=O)NCC(=O)NCCc3ccc(Cl)cc3)cc2s1	0.0	13
COc1ccc(/C=C/C(=O)N2CCOCC2)cc1OC	-0.7	-8
CCCC1(c2ccccc2)NC(=O)NC1=O (stereo unspecified)	-2.2	-16
CCOc1cccc(-c2nc3c(s2)CCc2onc(-c4cccc([N+](=O)[O-])c4)c2-3)c1	-0.1	-4
O=C(CN1C(=O)NC(CCc2ccccc2)C1=O)Nc1ccccc1C(F)(F)F (stereo unspecified)	-1.5	0
CCc1cc(C(=O)Nc2ccc(S(=O)(=O)NC3=NCCCCC3)cc2)sc1C	-0.8	13
CC1(C)CC(O)(CCNCc2ccc3c(c2)OCO3)CCO1 (stereo unspecified)	-1.5	5
Cc1cc(C)nc(Nc2n[nH]c(COc3ccccc3)n2)n1	-13	10
COc1ccc(-n2ncc3c(SCC(=O)NNC(C)=O)ncnc32)cc1	-0.9	1
CC(=O)Nc1ccc(S(=O)(=O)N(CCO)Cc2ccccc2)cc1	-1.3	12
Cc1cc(C)cc(NC(=S)N2CCCC2)c1	1.3	·
COc1ccc(NC(=O)CN(C)C(C)C(=O)NC(=O)NC2CCCCC2)cc1 (stereo unspecified)	-1.1	9
O=C(O)CSc1nnc(-c2ccccc2O)n1Cc1ccccc1	0.8	19
O=C(COc1ccc(S(=O)(=O)N2CCCC2)cc1Cl)Nc1ccc2c(c1)OCO2	-0.6	14
O=C(c1ccc(-n2cnnn2)cc1)N1CCN(C(c2ccccc2)c2ccccc2)CC1	0.5	10
O=C(Nn1cnc2ccccc2c1=O)c1ccc(Br)cc1	-0.2	-6
CS(=O)(=O)c1ccc(C(=O)OCC(=O)Nc2cccc(S(=O)(=O)N3CCCC3)c2)cc1	-0.4	-2
O=C(O)CCN1C(=O)/C(=C\c2ccncc2)SC1=S	-2.7	33
CCC1S/C(=N/N=C/c2ccco2)N(c2ccc(F)cc2)C1=O (stereo unspecified)	0.5	11
O=C(Nc1ccc(F)cc1)c1cc(S(=O)(=O)N2CCOCC2)cs1	0.3	18
COc1ccc(OC)c(NC(=O)c2cnc3n(c2=O)CCS3)c1	-0.9	8
O=C(Nc1c(C(=O)N2CCOCC2)oc2ccccc12)c1ccccc1Cl	-0.9	5
CC(C)Oc1ccc(C(=O)Nc2ccc(Cl)c(S(=O)(=O)Nc3ccc(Cl)cc3)c2)cc1	·	26
Cc1oncc1C(=O)NC1CCCCC1	1.3	-7
Cc1nn2c(NCCOCCO)c3c(nc2c1-c1ccccc1)CCCC3	-0.7	9
CC1=C(OC(=O)C(C)(C)C)C(C)(C)C(c2ccccc2)OC1=O (stereo unspecified)	-1.0	5
Cc1ccccc1N1CCN(C2CCCN(C(=O)CCN3CCCCC3=O)C2)CC1 (stereo unspecified)	0.9	16
CCOCCCN(CCC#N)S(=O)(=O)c1ccc(S(=O)(=O)N2CCCC2)cc1	-0.9	12
CCCCN1CC[C@H]2C=CC[C@@H](C(=O)NCCc3ccccc3)[C@H]2C1=O	0.0	40
Cc1cc(C)nc(N/N=C/c2ccccc2OCc2ccc([N+](=O)[O-])cc2)n1	-1.6	28
Cc1cc(C)nc(NCC(O)CNc2ccccc2C)n1 (stereo unspecified)	-0.5	19
COc1ccc(N2CCN(C(=O)C3(S(=O)(=O)c4ccc(C)cc4)CC3)CC2)cc1	0.3	13
O=C(CSc1nc2ccccc2c(=O)[nH]1)N1CCN(c2ccccc2F)CC1	-2.3	24
O=C(O)CCCNC(=O)c1ccccn1	-0.9	11
COc1cc(OC)cc(C(=O)Nc2nc(-c3ccccc3)c(-c3ccccc3)o2)c1	0.0	23
O=C(Nc1cccc(C(=O)NC2CC2)c1)c1ccc(Cl)c(S(=O)(=O)N2CCOCC2)c1	0.3	6
Cc1ccc(-n2c(SCC(=O)Nc3ccc4c(c3)OCO4)nnc2-c2ccoc2C)cc1	-0.3	24
Nn1c(SCc2ccc([N+](=O)[O-])cc2)nc2ccccc2c1=O	-1.4	-7
COC(=O)C1CN(C(=O)COc2ccc(C)c(C)c2)c2ccccc2O1 (stereo unspecified)	0.1	-7
CC(=O)Nc1ccc(-c2nnn(CC(=O)c3ccc(F)cc3)n2)cc1Cl	-1.9	4
Cc1ccccc1OCC(=O)OC(C)C(=O)NC1CCCC1 (stereo unspecified)	-0.7	2
CC(=O)Nc1ccc(S(=O)(=O)Nc2ccc(=O)n(Cc3ccc(Cl)c(Cl)c3)c2)cc1	-0.4	1

Filtered by structure, the compounds so far with an aryl thioether with sulfur outside any ring.
Compound	STK33 kinase inh	OX1R antag
CC(C)Cc1nc(SCC(=O)Nc2ccc(S(N)(=O)=O)cc2)n[nH]1	-0.6	4
CSc1nc2ccccc2cc1/C=C(\C#N)c1ccc(Cl)cc1Cl	-1.8	17
COc1ccc2nc(Nc3nc(CSc4nc5ccccc5s4)cc(=O)[nH]3)nc(C)c2c1	-0.5	12
Cc1noc(C)c1CSc1nnc(-c2ccncc2)n1-c1ccc(Cl)c(Cl)c1	-1.1	12
COc1ccc(-c2nnc3ccc(SC(C(C)=O)C(C)=O)nn23)cc1OC	-1.5	11
CC(C)(C)NC(=O)CSc1nnc(Cc2ccc3c(c2)OCO3)n1C1CCCCC1	-1.8	20
COC(=O)CSc1nc2cc3c(cc2cc1C)OCCO3	-0.6	19
Cc1ccc(NC(=O)CSc2nc3ccccc3c(=O)n2CCCC(=O)NCCCN2CCOCC2)cc1C	-0.1	3
N#CCSc1nccc(-c2cc(Cl)sc2Cl)n1	-0.4	30
COc1ccc(-n2ncc3c(SCC(=O)NNC(C)=O)ncnc32)cc1	-0.9	1
O=C(O)CSc1nnc(-c2ccccc2O)n1Cc1ccccc1	0.8	19
O=C(CSc1nc2ccccc2c(=O)[nH]1)N1CCN(c2ccccc2F)CC1	-2.3	24
Cc1ccc(-n2c(SCC(=O)Nc3ccc4c(c3)OCO4)nnc2-c2ccoc2C)cc1	-0.3	24
Nn1c(SCc2ccc([N+](=O)[O-])cc2)nc2ccccc2c1=O	-1.4	-7
